Screening results deposited in PubChem by The Scripps Research Institute Molecular Screening Center.
OX1R antag-1 = OX1R (human) antagonism; O43613; OX1R-expressing cells, FRET antagonist read-out; inhibition, % at 6.6 µM; actives 1.8% (n = 330,000); AID 485270; in the data active = inhibition mostly above about 38%, no sharp cut-off; inactive = mostly below about 40%;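 note: 0% = agonist challenge alone and 100% = reference antagonist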
Target sequence (O43613 whole entry, looked up): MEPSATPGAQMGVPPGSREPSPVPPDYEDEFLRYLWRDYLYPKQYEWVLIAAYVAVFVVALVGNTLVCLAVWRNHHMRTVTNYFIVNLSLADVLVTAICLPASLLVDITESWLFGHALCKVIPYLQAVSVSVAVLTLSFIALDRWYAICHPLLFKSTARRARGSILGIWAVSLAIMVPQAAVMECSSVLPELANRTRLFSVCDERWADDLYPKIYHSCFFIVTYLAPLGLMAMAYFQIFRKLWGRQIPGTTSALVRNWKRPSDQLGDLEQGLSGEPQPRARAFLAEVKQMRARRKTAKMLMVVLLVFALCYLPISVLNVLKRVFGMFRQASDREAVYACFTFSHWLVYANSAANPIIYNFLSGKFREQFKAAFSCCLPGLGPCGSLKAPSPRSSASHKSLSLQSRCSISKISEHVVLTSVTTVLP
OX1R antag-2 = human HCRTR1 antagonism | AID 434989 | inhibition, % at 5 µM | actives 0.43% (n = 330,000) | CHO/OX1R cells, Fluo-8 calcium fluorescence, orexin A;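 active = inhibition above its plate's threshold, mean inhibition of all tested compounds on the plate plus 3 SD, cut at about 37% in these data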;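 note: 0% = orexin A challenge wells and 100% = SB-334867-A antagonist wells; not every result past the cut was called active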
An asterisk follows results filed as active.

OX1R antag-1,OX1R antag-2,structure
-5,-15,Cc1c(Cl)cccc1NC(=O)c1ccccc1-c1ccccc1C(=O)O
4,-11,COc1ccc(NC(=O)CSc2nccn2Cc2ccc(F)cc2)cc1
51*,-6,CN(CCCC(=O)O)S(=O)(=O)c1ccc2c(c1)C(=O)c1cc(S(=O)(=O)N(C)CCCC(=O)O)ccc1-2
1,-10,COC(=O)Oc1ccc(/C=N/NS(=O)(=O)c2ccccc2)cc1OC
18,-41,CC1CC(C)CN(c2oc(-c3ccco3)nc2C#N)C1 (configuration not stated)
13,-21,O=S(=O)(c1ccc(Br)s1)N1CCN(Cc2ccc3c(c2)OCO3)CC1
15,-16,CN1CCc2c(sc3c2C(=O)NC(c2ccccn2)N3)C1 (configuration not stated)
11,-19,CC(=O)NCCC(=O)Nc1cc(S(=O)(=O)N2CCOCC2)ccc1N1CCCC1
30,-9,O=C1N=C(N2CCN(c3ccccc3)CC2)S/C1=C\c1ccco1
7,-8,Fc1ccccc1NC(=S)N1CCN(Cc2ccccc2)CC1
16,-10,COc1ccc(Br)cc1CNC(=O)CCC(=O)n1nc(C)c2ccccc21
26,1,NC(=O)CSc1nc2scc(-c3ccco3)c2c(=O)n1-c1ccccc1
0,-2,C#CC[N+]1(CC#Cc2ccc(C)cc2)CCCCC1
32,-17,Cn1ccnc1SCC(=O)c1ccc(Cl)cc1
5,-19,Cc1ccc(C)c(NC(=S)N(CCc2ccncc2)C(C)C)c1
18,-11,CCNS(=O)(=O)c1ccc(S(=O)(=O)N(Cc2ccccn2)C2CCCCC2)cc1
34,-20,O=C(/C=C/c1ccccc1)N1CCN(CCN2C(=O)c3cccc4cccc(c34)C2=O)CC1
3,-20,COCCCN(C(=S)Nc1cc(Cl)cc(Cl)c1)C(C)c1ccncc1 (configuration not stated)
5,-3,COc1ccc(C2=NOC(C(=O)NCc3cccnc3)C2)cc1 (configuration not stated)
18,-27,CCOc1ccc(OCC(=O)Nc2ccccc2C(F)(F)F)cc1
25,-31,O=C(c1cccc(Br)c1)N1CCN(c2cnn(-c3ccccc3)c(=O)c2Cl)CC1
64*,14,COc1ccc(N(CC(=O)NCc2ccccc2C)S(=O)(=O)c2ccccc2[N+](=O)[O-])c(OC)c1
4,-6,O=C(NCCc1ccc(Cl)cc1)c1ccc(Br)s1
15,-11,COc1cccc2c1SCc1ccccc1C2CC(N)=O (configuration not stated)

Structural class, the compounds so far with a thiophene ring, fused or not
OX1R antag-1,OX1R antag-2,structure
13,-21,O=S(=O)(c1ccc(Br)s1)N1CCN(Cc2ccc3c(c2)OCO3)CC1
15,-16,CN1CCc2c(sc3c2C(=O)NC(c2ccccn2)N3)C1 (configuration not stated)
26,1,NC(=O)CSc1nc2scc(-c3ccco3)c2c(=O)n1-c1ccccc1
4,-6,O=C(NCCc1ccc(Cl)cc1)c1ccc(Br)s1

Molecules from the list above that contain four or more nitrogen atoms, in the order listed:
OX1R antag-1,OX1R antag-2,structure
15,-16,CN1CCc2c(sc3c2C(=O)NC(c2ccccn2)N3)C1 (configuration not stated)
11,-19,CC(=O)NCCC(=O)Nc1cc(S(=O)(=O)N2CCOCC2)ccc1N1CCCC1
25,-31,O=C(c1cccc(Br)c1)N1CCN(c2cnn(-c3ccccc3)c(=O)c2Cl)CC1

(cont.)
OX1R antag-1,OX1R antag-2,structure
8,-38,Cc1c(C(=O)NCCSCc2ccc(F)cc2)cnn1-c1ccc(Cl)cc1
14,-13,CSc1nc(N2CCCC2)c2c(c1C#N)CC(C)(C)OC2
25,-21,CCOC(=O)CCN(Cc1sccc1C)S(=O)(=O)c1ccc(F)cc1
0,1,N#CCCn1cc(C(=O)Nc2ccc(C(=O)O)cc2)c(-c2cccc(Br)c2)n1
14,3,NC(=O)CC(NC(=O)c1ccccc1)c1ccc(N2CCCCCCC2)c([N+](=O)[O-])c1 (configuration not stated)
15,-16,COc1ccc2c(c1)c(CC(=O)Nc1ccc(C)cc1)c(C)n2C(=O)c1ccc(Cl)cc1
8,0,O=C(CSc1nc2scc(-c3ccccc3)c2c(=O)[nH]1)N1CCCCC1
3,-6,COc1ccc(/C=N/OC(=O)Nc2ccccc2)cc1[N+](=O)[O-]
1,-15,CCn1cnc2c1c(=O)n(CC(=O)NN)c(=O)n2Cc1ccccc1
6,-1,Cc1nn(C(=O)CCC(=O)NCc2ccc(OC(C)C)cc2)c2ccccc12
-1,5,O=C(Nc1cccc(C(F)(F)F)c1)C1CCCO1 (configuration not stated)
19,1,O=C(O)C1=C[C@H](c2ccc(F)cc2)C[C@H](OCCCCO)O1
22,-25,COc1ccccc1/C=C/C(=O)N1CCOCC1
56*,-7,CCCn1c(=N)c(C(=O)NCC2CCCO2)cc2c(=O)n3cccc(C)c3nc21 (configuration not stated)
33,-24,CC(O)C(=O)N/N=C/c1cccc(Cl)c1Cl (configuration not stated)
13,-19,CCCSc1nnc(NC(=O)CCc2ccccc2)s1
7,5,O=C(c1cccc(S(=O)(=O)N2CCOCC2)c1)N1CCCC(C(F)(F)F)C1 (configuration not stated)
4,-20,CCN1CCN(Cc2nc3c(c(=O)n(C)c(=O)n3C)n2CC(=O)c2ccccc2)CC1
13,-14,CC1(C)COC(c2cccn2Cc2ccc(F)cc2Cl)=N1
-1,1,CN(C)c1ccc(Sc2nnc(NC(=O)Nc3ccc(Cl)cc3Cl)s2)cc1
13,-4,O=C(O)/C=C/S(=O)(=O)c1ccc2ccccc2c1
12,-17,CCOCCN(C=O)c1cccc(OC)c1
7,-26,Cc1ccc(N(CC(=O)NC2CCCC2)C(=O)CCC(=O)Nc2nc(C)cs2)cc1
17,-23,COc1ccc(S(=O)(=O)N(C)CC(=O)N2CCN(c3ccc(F)cc3)CC2)cc1OC

Not a retest: entries from further up.
OX1R antag-1,OX1R antag-2,structure
4,-20,CCN1CCN(Cc2nc3c(c(=O)n(C)c(=O)n3C)n2CC(=O)c2ccccc2)CC1
13,-14,CC1(C)COC(c2cccn2Cc2ccc(F)cc2Cl)=N1
-1,1,CN(C)c1ccc(Sc2nnc(NC(=O)Nc3ccc(Cl)cc3Cl)s2)cc1
13,-4,O=C(O)/C=C/S(=O)(=O)c1ccc2ccccc2c1
12,-17,CCOCCN(C=O)c1cccc(OC)c1

Later entries.
OX1R antag-1,OX1R antag-2,structure
27,-9,CC1=C(C(=O)N2CCOCC2)C(c2cccs2)NC(=O)N1 (configuration not stated)
9,-29,CCCSc1ccc([C@@H]2[C@H]3C(=O)N(C)C(=O)[C@H]3[C@]3(C(=O)OC)CCCN23)cc1OC
5,-15,CN(Cc1nc(-c2cnccn2)no1)Cc1cccc2ccccc12
18,-25,O=C(C1CC(c2ccccc2O)=NO1)N1CCc2ccccc2C1 (configuration not stated)
35,-34,CCOC(=O)C1CCCN(c2oc(-c3ccc(F)cc3)nc2C#N)C1 (configuration not stated)
1,-15,COc1ccc(O)cc1
8,2,Cc1cc(C)n(CCNC(=O)CC2C(=O)NCCN2Cc2ccc(C)o2)n1 (configuration not stated)
15,-13,Cc1ccc(C(=O)N/N=C2\CCc3ccccc32)c(C)c1
8,0,O=C(Nc1cccc(NC(=O)c2ccccc2[N+](=O)[O-])n1)c1ccccc1[N+](=O)[O-]
9,-6,C/C(=N\N(c1ccccc1)c1ccccc1)c1ccc(N)cc1
5,-17,CSc1ccccc1NC(=O)CN(Cc1ccccc1)S(C)(=O)=O
12,2,COC(C[C@@H](O)C[C@@H](O)[C@H](C)OCc1ccccc1)OC
32,-16,Cc1ccc(-n2ncc3c(=O)[nH]c(SCC(=O)N4CCCc5ccccc54)nc32)cc1
-8,-11,COC(=O)c1sc(N)c(C(=O)OC)c1Cn1ncc(Cl)c(Cl)c1=O
5,-6,COc1cc(C(=O)NCc2cccc(Cl)c2)ccc1OCC(=O)N1CCOCC1
10,-9,c1ccc(C2CNCc3c2ccc2ccccc32)cc1 (configuration not stated)
5,-7,O=C(Nc1nnc(-c2ccc3c(c2)CCCC3)o1)C1CCCCC1
12,-14,O=C(NC(=S)Nc1ccccc1)C1CCCCC1
48*,-2,COc1cccc(/C=N/NC(=O)c2cc3c(OC)ccc(OC)c3[nH]2)c1O
9,-20,CCOC(=O)C1=C(CC)Nc2ccccc2N=C1NC(=O)Nc1ccccc1OC
65*,-17,O=C(Nc1cccc(-c2nc3ccccc3o2)c1)c1cccnc1
9,-9,COc1ccc(NC(=O)NC2(C(=O)N3CCCC3)CCCCC2)cc1
34,-16,CCOc1ccc2nc(NC(=O)CN3CCN(c4ccccn4)CC3)sc2c1
5,-33,C/C(CC(=O)NCc1ccco1)=N\NC(=O)C(c1ccccc1)c1ccccc1

Some of these compounds in order of count of non-hydrogen atoms, low to high.
OX1R antag-1,OX1R antag-2,structure
10,-9,c1ccc(C2CNCc3c2ccc2ccccc32)cc1 (configuration not stated)
34,-16,CCOc1ccc2nc(NC(=O)CN3CCN(c4ccccn4)CC3)sc2c1
5,-6,COc1cc(C(=O)NCc2cccc(Cl)c2)ccc1OCC(=O)N1CCOCC1

The list continues.
OX1R antag-1,OX1R antag-2,structure
7,-26,Cc1ccc(C(=O)N2CCCC(C(=O)c3cc(F)ccc3F)C2)s1 (configuration not stated)
7,-12,COc1ccc(C(=O)N2c3ccccc3C=CC2C#N)cc1 (configuration not stated)
6,-11,CCOc1ccc(NC(=O)CN(C)C(=O)CN2C(=O)NC3(CCCC3)C2=O)cc1OCC
27,-38,COC(=O)c1ccc(CNC(=O)COC(=O)CC23CC4CC(CC(Br)(C4)C2)C3)cc1
10,-11,CCOc1ccccc1OCC(=O)NCc1ccco1
5,-17,O=C(CSc1nnc(-c2ccncc2)n1-c1ccc(Cl)cc1)NCc1cccs1
11,-9,Cc1ccccc1C(=O)NC1CCN(Cc2ccccc2)CC1
16,-25,Cc1cc(NC(=O)CCN2C(=O)C3C4CCC(C4)C3C2=O)c(C)cc1Br (configuration not stated)
6,-39,Cc1ccc(C(=O)N[C@H](C(=O)NC2CCCCC2)C(C)C)cc1
26,-10,CCOc1ccccc1NC(=O)Nc1cc(C(=O)O)ccc1C
7,1,CC1(OC(=O)c2cnc3ccccc3n2)C(=O)C=C2C=C(c3ccc(C#N)cc3)OC=C2C1=O (configuration not stated)
31,-4,O=C(NCCN1C(=O)S/C(=C\c2ccc(OC(F)F)cc2)C1=O)c1cnccn1
137*,15,C=CCn1c(=N)c(C(=O)NCCCOC)cc2c(=O)n3ccccc3nc21
24,-21,COc1cc(CNCc2ccncc2)cc(Br)c1OCc1ccccc1F
4,4,CC(C)(C)OC(=O)N1CCC(C(=O)N2CCC[C@H]2C(=O)O)CC1
2,-22,CCOc1ccc(CNCCNC(=O)c2nonc2N)cc1
15,-27,O=C(C[n+]1ccc(-c2nnc3n2CCCCC3)cc1)c1ccc(Cl)cc1
31,-22,CC1(C)C2C/C(=N\O)C(C)(/[N+]([O-])=C/c3cccc([N+](=O)[O-])c3)CC21 (configuration not stated)
-6,-32,Cc1cc(C)nc(NC(=O)C2c3ccccc3Oc3ccccc32)n1
3,-16,Cc1ccc(NC(=S)N/N=C2\CC3CC=CC23)c(C)c1 (configuration not stated)
10,-9,O=C(CSc1nncs1)Nc1ccc(S(=O)(=O)N2CCCC2)cc1
3,-16,COc1ccc(CCNC(=O)CSc2ccccc2)cc1OC
11,-34,CN(C)S(=O)(=O)c1cc(NC(=O)CN2CCN(c3ccccc3F)CC2)ccc1Cl
5,1,CCN1C(=O)N(C)C(N(O)C(=O)NC)C1(C)C (configuration not stated)
4,3,CC(C)(C)NC(=O)Cn1nnc(-c2ccc(S(C)(=O)=O)cc2)n1
17,2,Cc1ccn2cc(C(=O)NCc3ccco3)nc2c1
16,-11,O=C1NC(=S)S/C1=C\c1ccc(SCc2ccco2)o1
11,-7,CCN(CC)CCOC(=O)c1cc(Cl)c(N)cc1OC
4,-12,O=C(Cc1ccccc1F)Nc1cc(S(=O)(=O)N2CCCC2)ccc1Cl
-4,-12,O=C(O)c1ccccc1C(=O)NCc1c(Cl)cccc1Sc1ccc(Cl)cc1
1,-26,O=C(CCC1CCCN(C(=O)c2ccc(F)c(F)c2)C1)N1CCN(c2ccccn2)CC1 (configuration not stated)
13,-35,COCCN(Cc1cc2ccc(C)cc2[nH]c1=O)S(=O)(=O)c1ccccc1
4,-31,CCOC(=O)c1c(C)nc2sc3c(=O)n(-c4ccc(C(C)=O)cc4)cnc3c2c1-c1ccc(Cl)cc1
6,-8,Cc1cccc(-c2n[nH]c(=S)n2-c2ccccc2)c1[N+](=O)[O-]
11,-3,CCOc1ccc(NC(=O)NC2CCS(=O)(=O)C2)cc1 (configuration not stated)
9,-16,Cn1nc(OCc2ccccc2)ccc1=O
2,-8,CN1C(=O)c2ccccc2C(C(=O)O)C1c1cccc(F)c1 (configuration not stated)
